# Screening results from PubChem BioAssay.
# RORg inh – inhibitors of mouse ROR gamma transcriptional activity; P51450; Drosophila S2 Gal4-RORgamma UAS-luciferase reporter, 20 h; Potency, µM (series often up to 53.6 µM), for the others: at the top dose activity change, negative = inhibition, most hits filed as inhibitors; hit rate 5.4% among 310,000; AID 2551; further: potency means the concentration at half of the fitted maximal effect; on the % scale 0 is the no-effect control and ±100 the full control effect; nearly all actives have a fitted effect of over 60% in size
# Target sequence (P51450 whole entry, looked up, the tested form may be a part): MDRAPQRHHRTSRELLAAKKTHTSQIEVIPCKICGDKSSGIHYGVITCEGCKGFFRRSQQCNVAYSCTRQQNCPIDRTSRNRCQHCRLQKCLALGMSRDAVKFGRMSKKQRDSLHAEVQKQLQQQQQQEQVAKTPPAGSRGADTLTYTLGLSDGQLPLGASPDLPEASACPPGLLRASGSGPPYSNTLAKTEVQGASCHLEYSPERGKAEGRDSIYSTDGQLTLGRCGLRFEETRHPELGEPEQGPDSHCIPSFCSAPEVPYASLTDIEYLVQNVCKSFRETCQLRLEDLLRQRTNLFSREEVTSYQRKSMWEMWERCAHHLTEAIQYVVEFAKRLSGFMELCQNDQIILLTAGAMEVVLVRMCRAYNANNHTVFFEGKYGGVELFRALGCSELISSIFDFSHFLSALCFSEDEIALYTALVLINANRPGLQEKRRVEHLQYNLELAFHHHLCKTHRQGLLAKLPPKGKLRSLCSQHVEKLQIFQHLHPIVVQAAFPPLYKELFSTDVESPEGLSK
#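 Read-out: Photinus luciferase luminescence; inhibitors lower reporter signal. Insect Schneider cells with Gal4-ROR gamma fusion under metallothionein promoter, UAS reporter; 700 uM final copper sulfate induction, 20 hr, ambient temperature.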
# FLuc modulator – inhibits or activates purified firefly luciferase, miR-21 counter-screen; P08659; purified FLuc, Km substrates, luminescence inhibition; hit rate 6.9% among 360,000; Potency, µM (series often up to 57.5 µM), for inactives: at the top dose activity change, negative = inhibition, most hits filed as inhibitors;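 further: potency means the concentration at half of the fitted maximal effect; plate controls were vehicle for no effect and reference inhibitor for full effect; nearly all actives have a fitted effect of over 55% in size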
# Target sequence (P08659 whole entry, looked up): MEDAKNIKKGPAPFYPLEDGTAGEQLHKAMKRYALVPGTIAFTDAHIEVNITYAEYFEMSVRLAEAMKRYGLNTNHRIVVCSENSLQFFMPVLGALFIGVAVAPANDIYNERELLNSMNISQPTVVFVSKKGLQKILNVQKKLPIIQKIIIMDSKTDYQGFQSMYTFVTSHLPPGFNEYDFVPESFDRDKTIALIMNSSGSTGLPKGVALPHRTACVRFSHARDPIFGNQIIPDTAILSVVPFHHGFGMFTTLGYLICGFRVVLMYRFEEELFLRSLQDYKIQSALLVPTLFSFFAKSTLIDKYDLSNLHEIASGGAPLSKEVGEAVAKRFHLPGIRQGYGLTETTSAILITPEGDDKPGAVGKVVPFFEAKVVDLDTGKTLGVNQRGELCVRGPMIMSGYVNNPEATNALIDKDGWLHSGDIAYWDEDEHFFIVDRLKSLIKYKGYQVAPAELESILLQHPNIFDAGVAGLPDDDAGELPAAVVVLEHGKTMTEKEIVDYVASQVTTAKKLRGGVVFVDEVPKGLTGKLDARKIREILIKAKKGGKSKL
#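 Purified P. pyralis luciferase (10nM final) with 10uM D-luciferin and 10uM ATP (Km levels) in 50mM Tris acetate pH 7.5, 10mM Mg acetate, 0.01% Tween-20, 0.05% BSA; qHTS 6-point titration, ~60 µM downward; luminescence read.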
# Tb PFK inh – T. brucei PFK enzyme inhibition. O15648. T. brucei PFK, ADP-Glo luminescence. Potency, µM (top dose mostly 57.5 µM), without a hit: top-dose activity, negative = inhibition, usual class: inhibitors. hit rate 0.17% among 330,000;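 further: potency means the concentration at half of the fitted maximal effect; 0% = uninhibited 1x PFK enzyme wells and -100% = no-enzyme wells; nearly all actives have a fitted effect of over 60% in size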
#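 ADP-Glo luminescence quantified ADP after 45 min at room temperature, with 1.25 nM T. brucei PFK, 0.1 mM ATP and 0.5 mM fructose-6-phosphate in pH 8.0 TEA buffer. qHTS titrations up to 57 µM; curves classified by quality.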
# Rab9 promoter act – activates the Rab9 promoter. Huh7 Rab9 promoter-luciferase reporter, luminescence, 24 h. Potency, µM (highest dose often 9.22 µM), without a hit: at the highest dose activation, negative = inhibition, hits mostly activators. hit rate 2.8% among 320,000; further: potency means the concentration at half of the fitted maximal effect; % of control where 0% means no effect; nearly all actives have a fitted effect of over 60% in size
#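 Huh7 reporter line, Rab9 promoter upstream of luciferase. Compound exposure 24 h at 37 °C in reduced-serum medium with 10% FBS. Read-out: luminescence.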
# BRCA1 expr up – BRCA1 expression activation. Potency, µM (doses to about 46.1 µM), for the others: at the top dose activation, hits mostly activators. MCF7-BRCA1-FFLuc reporter, luminescence, 48 h; response scale: scaled: vehicle 0%, 10 µM genistein 100%. hit rate 1.1% among 380,000; further: potency means the concentration at half of the fitted maximal effect; nearly all actives have a fitted effect of over 80% in size; some results filed as inactive show a strong effect at the top dose
#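 Quantitative HTS in MCF7 cells stably reporting BRCA1 expression via firefly luciferase. Compound treatment lasts 48 h at 37 °C in phenol-red free MEM. Activation is expressed relative to genistein at 10 microM and DMSO.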
# Gal4-VP16 FLuc – inhibits Gal4-VP16 luciferase reporter, ROR gamma counter-screen; hit rate 3.5% among 310,000; Drosophila S2 Gal4-VP16 UAS-luciferase, luminescence, 20 h; Potency, µM (titrated, usually from 53.6 µM), without a hit: top-dose activity, negative = inhibition, most hits filed as inhibitors; AID 2546;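 further: Gal4-VP16 expression switched on by copper sulfate through the metallothionein promoter; potency means the concentration at half of the fitted maximal effect; on the % scale 0 is the no-effect control and ±100 the full control effect; nearly all actives have a fitted effect of over 50% in size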
# p53 reactivator – mutant p53 re-activation in reporter cells; H1299 p53-A138V BP100-luciferase reporter, luminescence, 24 h; Potency, µM (titrated, usually from 92.2 µM), inactives show at the highest dose activity change, positive = activation, actives largely listed as activators; hit rate 0.063% among 320,000; further: potency means the concentration at half of the fitted maximal effect; % of control where 0% means no effect; nearly all actives have a fitted effect of over 45% in size
#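 p53-null H1299 cells stably carrying temperature-sensitive p53-A138V and a BP100-luciferase reporter were pinned with compounds (4-point, 1:5 series) and held 24 hrs at 37 deg C. Luminescence was read 10 min after detection reagent.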
# ELG1 genotoxic – inducers of genotoxicity in HEK293T ELG1-luciferase cells. HEK293T ELG1-luciferase reporter, luminescence, 16 h. Potency, µM (series often up to 46 µM), for the others: at the highest dose activity change, positive = activation, actives largely listed as activators. hit rate 1.3% among 330,000. AID 504466; further: potency means the concentration at half of the fitted maximal effect; % of control where 0% means no effect; nearly all actives have a fitted effect of over 60% in size
#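 After overnight (16 hr) compound treatment at 37 °C, ELG1-luciferase HEK293T cells were lysed with ONE-Glo; luminescence quantified 30 min later at room temperature.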
# ELG1 DNA repair – inhibitors of ELG1-dependent DNA repair in HEK293T cells; HEK293T ELG1-luciferase reporter, luminescence, 16 h; DNA damage induced by 5-fluorouridine; Potency, µM (titrated, usually from 46.1 µM), for inactives: at the top dose activity change, negative = inhibition, actives largely listed as inhibitors; hit rate 2.3% among 330,000; AID 504467; further: potency means the concentration at half of the fitted maximal effect; on the % scale 0 is the no-effect control and ±100 the full control effect; nearly all actives have a fitted effect of over 55% in size
#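 5-Fluorouridine DNA damage + compound/DMSO, 2,000 cells/well, 16 h, 37 °C/5% CO2. ONE-Glo, 30 min RT, luminescence. Readout = decrease in reporter signal.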
# NPC1 prom act – activators of NPC1 promoter; Huh7 NPC1 promoter luciferase reporter, 24 h; Potency, µM (titrated, usually from 9.22 µM), inactives show at the top dose activation, actives largely listed as activators; hit rate 2.4% among 320,000; AID 485313;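 further: potency means the concentration at half of the fitted maximal effect; % of control where 0% means no effect; nearly all actives have a fitted effect of over 60% in size; reporter is driven by a mutant NPC1 promoter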
#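 Huh7 reporter cells (NPC1 promoter driving luciferase) are dosed with compound for 24 h at 37 °C, 5% CO2; luciferase detection reagent is then added and luminescence measured after 10 min at ambient temperature.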
# TRPV1 ag – agonists of human vanilloid receptor 1 (TRPV1); hit rate 0.19% among 320,000; activation, % at 8.33 µM; Q8NER1; TRPV1-expressing cells, Fluo-8 calcium influx, agonist mode; in the data active means activation above about 80%; inconclusive means between about 30% and that limit; further: 0% is about no effect
#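 Cells expressing TRPV1 were dye-loaded with Fluo-8 and read kinetically: 10 s baseline, 3 min after compound (agonist portion), then 2 min after EC20 capsaicin (allosteric enhancer portion). Calcium-bound dye fluorescence at 480/520 nm.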
# * hit, by the source's call; ? = inconclusive; . = no result given; & = joins results of further samples; [ ] = remark or other dose. Unless noted, the call rests on the fitted dose curve; in most records, active means well fitted curve in the direction sought with a large enough effect; inconclusive means small, poorly fitted or top-dose-only effect, or another doubt; inactive means no such curve, though single readings can be large; an effect the other way counts as inactive or inconclusive.
# Under each structure: RORg inh, FLuc modulator, Tb PFK inh, Rab9 promoter act, BRCA1 expr up, Gal4-VP16 FLuc, p53 reactivator, ELG1 genotoxic, ELG1 DNA repair, NPC1 prom act, TRPV1 ag
Cc1ccc2cc(CNC(C)(C)C)c(=O)[nH]c2c1
    -12%, 1%, 2%, 5%, -15%, -7%, -3%, -3%, ?, 4%, 1
CCc1ccc(NC(=O)N(CCN2CCOCC2)C2CCN(C(C)=O)CC2)cc1
    7%, 0%, 0%, 3%, -3%, -6%, -6%, 3%, 16%, 1%, 0
Cc1cc(C=O)c(C)n1-c1ccc(NC2CCCCC2)c([N+](=O)[O-])c1
    22%, -5%, 0%, 7%, -65%, ?, -26%, -9%, 4%, -2%, -2
O=C(O)CC1=C(Nc2ccccc2)C(=O)N(c2ccccc2)C1c1ccc(Br)cc1 (centres undefined)
    ?, ?, -1%, 0%, -10%, -7%, 23%, 3%, 12%, -1%, -1
O=C(CSCc1c(Cl)cccc1Cl)N1CCOCC1
    3%, 1%, -2%, -5%, 49%, -12%, 0%, 3%, 10%, -4%, 10
Cc1ccc(-c2ccnc3nc(Sc4ncc(C(F)(F)F)cc4Cl)nn23)cc1
    2%, 0%, -1%, 5%, -32%, -11%, -14%, -6%, ?, -1%, -11
CCOC(=O)c1ccc(NS(=O)(=O)c2c(C)[nH]c(C)c2C(=O)N2CCCCC2)cc1
    38%, 0%, 1%, 0%, -31%, -6%, -1%, 4%[9.26 µM], 10%, 0%, -9
CC/C(=N\NC(=O)c1ccccc1Cl)c1ccc(Br)s1
    11µM*, 4%, -2%, 0%, 0%, ?, -6%, 4%, -17%, 1%, ?
CCN1CCN(Cc2ccc(NC(=O)c3ccc(C)c(NC(=O)N4CCNC4=O)c3)cc2C(F)(F)F)CC1
    5%&13%, ?, 0%&1%, 0%&-2%, -23%&-9%&-24%, -4%&-1%, 8%, -4%&-2%, -25%&2%, -4%&-1%, 2&10
CCCOP(=O)(c1ccc(N(C)C)cc1)C(Nc1ccccc1)c1ccc(N(C)C)cc1 (centres undefined)
    ?, -3%, -3%, -2%, -30%, ?, 17%, -5%, ?, -5%, ?
COc1cc(C2SCC(=O)N2Cc2ccccc2)ccc1O (centres undefined)
    5%, 0%, 7%, 0%, -4%, -8%, -3%, 0%, -3%, -2%, -1
O=C(/C=C/c1ccco1)Nc1cccc2cccnc12
    21%, 15µM*, -6%, 26%, -47%, 9%, ?, ?, ?, 26%, 2
C/C(Cl)=C\CSc1nnc2n(N)c(=O)c3ccccc3n12
    25%, -11%, 0%, 4%, 49%, -7%, 0%, 0%, -1%, 4%, .
C/C(CC1CC(COCC(C)C)OC1=O)=N\Nc1nc(-c2ccccc2)cs1 (centres undefined)
    ?, ?, -7%, 16%, -50%, 1%, 17%, 0%, 0%, 7%, 1
COc1ccc(NC(=O)CSc2nnc(C)s2)cc1S(=O)(=O)N1CCOCC1
    ., 2%, 0%, -3%, 1%, ., -1%, 3%, 1%, 2%, 0
O=C(COC(=O)c1ccc(Cl)nc1)NCCC1=CCCCC1
    9%, -1%, 2%, 2%, -7%, 1%, 4%, 6%, 9%, -5%, 9
COC(=O)c1sccc1NC(=O)CSc1nnnn1-c1ccccc1C
    1%, -19%, -3%, 3%, -23%, -8%, -1%, 1%, 18µM*, -3%, 6
CCCNC(=O)c1ccccc1NC(=O)c1ccc2c(c1)NC(=O)C(C)S2 (centres undefined)
    -39%, -18%, -8%, -3%, -15%, -12%, -22%, -10%, ?, -27%, 13
Cn1c(=O)c2c(nc(SCC(=O)c3ccccc3F)n2C)n(C)c1=O
    28%, -3%, 1%, -4%, ., 3%, 0%, -3%, -11%, -1%, 4
Cc1cc(C)c(C#N)c(SCC(=O)Nc2ccccc2C)n1
    -18%, -2%, 2%, -2%, 6%, 7%, 2%, 5%, -11%, 1%, 3

# Part of the list above in a different format:
smiles	RORg inh	FLuc modulator	Tb PFK inh	Rab9 promoter act	BRCA1 expr up	Gal4-VP16 FLuc	p53 reactivator	ELG1 genotoxic	ELG1 DNA repair	NPC1 prom act	TRPV1 ag
COc1cc(C2SCC(=O)N2Cc2ccccc2)ccc1O (centres undefined)	5%	0%	7%	0%	-4%	-8%	-3%	0%	-3%	-2%	-1
CCN1CCN(Cc2ccc(NC(=O)c3ccc(C)c(NC(=O)N4CCNC4=O)c3)cc2C(F)(F)F)CC1	5%&13%	?	0%&1%	0%&-2%	-23%&-9%&-24%	-4%&-1%	8%	-4%&-2%	-25%&2%	-4%&-1%	2&10
Cc1cc(C=O)c(C)n1-c1ccc(NC2CCCCC2)c([N+](=O)[O-])c1	22%	-5%	0%	7%	-65%	?	-26%	-9%	4%	-2%	-2
CC/C(=N\NC(=O)c1ccccc1Cl)c1ccc(Br)s1	11µM*	4%	-2%	0%	0%	?	-6%	4%	-17%	1%	?
C/C(CC1CC(COCC(C)C)OC1=O)=N\Nc1nc(-c2ccccc2)cs1 (centres undefined)	?	?	-7%	16%	-50%	1%	17%	0%	0%	7%	1
COC(=O)c1sccc1NC(=O)CSc1nnnn1-c1ccccc1C	1%	-19%	-3%	3%	-23%	-8%	-1%	1%	18µM*	-3%	6

# Next records follow.
# Under each structure: RORg inh, FLuc modulator, Tb PFK inh, Rab9 promoter act, BRCA1 expr up, Gal4-VP16 FLuc, p53 reactivator, ELG1 genotoxic, ELG1 DNA repair, NPC1 prom act, TRPV1 ag
CCOc1ccc(NC(=O)CN(C)C(=O)C(C)N2C(=O)c3ccccc3C2=O)cc1OCC (centres undefined)
    ., -2%, -10%, 1%, 8%, ., -2%, 2%, 8%, -2%, -7
COc1ccc(-n2c(=S)[nH]c3sc4c(c3c2=O)CCN(C)C4)cc1
    -2%, -3%, 1%, 0%, ., -8%, 1%, 0%, 0%, -4%, -2
COc1cccc(N2C(=NC(=O)COc3ccccc3)SC3CS(=O)(=O)CC32)c1 (centres undefined)
    2%, -2%, -7%, 2%, -4%, -3%, 2%, 3%, -2%, -2%, 1
Nc1nc(Cl)nc2ncn(Cc3ccccc3)c12
    -44%, 1%, -1%, 7%, -5%, -8%, -15%, -2%, 3%, -1%, 1
CCOC(=O)Nc1sc(C(=O)N(C)C)c(C)c1C(=O)OCC
    18%, -1%, -6%, -1%, -19%, -1%, 1%, 1%, 6%, 1%, -1
COc1ccc(S(=O)(=O)NCC(c2ccco2)N2CCOCC2)cc1 (centres undefined)
    ., 9%&-5%, 2%, 2%, 9%, ., 1%, 8%, 27%, -4%, -2
COc1cccc(N2CCN(S(=O)(=O)c3ccc(-c4cnc(C5CC5)o4)cc3)CC2)c1
    ?, 1%&-4%, 2%, -4%, -17%&27%, -21%, 2%, 12%, -2%, -2%, 4
CN(CC(=O)Nc1ccc(Cl)c(Cl)c1)C(=O)CNC(=O)Cc1ccccc1
    ., -12%, -3%, -4%, -23%, ., -12%, 4%, 0%, -4%, 1
COC(=O)c1ccc(N2CCOCC2)c(NC(=O)c2ccc(Br)o2)c1
    -11%, 5%, 0%, 5%, 1%, -10%, 11%, 1%, -13%, -1%, 4
O=[N+]([O-])c1ccccc1OCCCNCc1ccccc1
    -3%, 2%, -4%, -2%, -2%, 4%[10 µM], 5%, -11%, 14%, 0%, 1
O=C(/C=C/c1cccs1)Nc1nccs1
    -8%, ?, -3%, 2.2µM*, ?, 5%, ?, 18µM*, ?, 1.8µM*, 11
O=C(COC(=O)c1ccccc1)NCCC1=CCCCC1
    2%, 15µM*, -4%, 1%, -13%, 3%, -1%, 0%, -20%, -1%, 17
O=C(NCCSc1c[nH]c2ccccc12)c1c(F)cccc1F
    3%, -1%, -1%, -2%, 0%, -5%, -3%, -5%, 10%, -1%, 30
Cc1ccc(OCC(=O)NC2CCCCCC2)cc1C
    45%, -24%, -3%, 12%, 57%, 15%, 12%, 22%, 25%, 22%, ?
CCSc1nnc(NC(=O)c2ccc(C)o2)s1
    32%, 17µM*, -11%, ?, 74%, 16%, 26%, 18µM*, ?, ?, 2
COc1ccc(-n2c(C)nn(CC3CC3)c2=O)cc1
    10%, 0%, -6%, -6%, -1%, 5%, 6%, 3%, 5%, -1%, -6
COc1ccc(-c2noc(-c3ccc(Br)o3)n2)cc1OC
    -1%, -8%, -2%, 30%, 66%, 10%, 3%, ?, ?, 15%, -7
O=C(Cc1c(F)cccc1Cl)Nc1ccccc1N1CCCCC1
    13%, -12%, -5%, -7%, -30%, 4%, -2%, -9%, -14%, -5%, 20
COc1cc(-c2nc3c(c(C)nn3-c3ccccc3)c3cc(OC)c(OC)cc23)ccc1O
    18%, 5%, 1%, -2%, -88%[inhibitor], -10%, -5%, 3%, 18µM*, -11%, -4

# An unsorted share of the library, and some 15% of all compounds hit somewhere here.
